# Source: PubChem (Sanford-Burnham Center for Chemical Genomics)
# A3A deaminase: human APOBEC3A DNA deaminase inhibition; actives 0.41% (n = 330,000); inhibition, % at 20 µM; AID 493011; recombinant A3A, FAM/TAMRA ssDNA deamination fluorescence; P31941;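 active = at least 40% inhibition at 20 µM here, with at most 30% in a related deaminase screen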;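 note: plate controls were A3A with DMSO for no effect and wells lacking A3A enzyme for full effect; some results filed as inactive read as strong as hits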
# mIAP block: blocks mouse intestinal alkaline phosphatase. purified mouse IAP, CDP-Star luminescence, 30 min. inhibition, % at 10 µM. actives 0.2% (n = 330,000). AID 2806;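 active = inhibition of at least 40% at 10 µM in the primary screen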;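 note: plate controls were DMSO with enzyme for no effect and no enzyme wells for full effect; values of inactives mirror those of a sister screen read the other way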
# tim10-1 inh: growth inhibitors of tim10-1 mutant yeast. inhibition, % at 20 µM. S. cerevisiae tim10-1 ts strain growth, BacTiter-Glo, 24 h. AID 463190. actives 2.2% (n = 330,000);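 active = inhibition of at least 40%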;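 note: mutant grown at 25 °C; 0% = DMSO wells with yeast and 100% = wells holding no yeast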
# mIAP act: mouse IAP activation; muIAP, CDP-Star luminescence, 30 min; hits give high values; 1 = vehicle-only enzyme signal, 0 = enzyme-free wells; activation factor at 10 µM; actives 0.24% (n = 330,000); AID 2805;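 active = activation factor of at least 2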; note: the source names both 10 and 20 µM as test concentration; values of inactives mirror those of a sister screen read the other way
#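 Assay system: mouse IAP enzyme; Reagent: CDP-Star chemiluminescent phosphatase substrate; Compound: DMSO-dissolved test compounds; Incubation: 30 min, room temperature; Technique: luminescence from enzymatic CDP-Star hydrolysis; Controls: DMSO-only wells and no-enzyme negative control.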
# A3G deaminase: APOBEC3G (human) deaminase inhibition; actives 0.28% (n = 330,000); AID 493012; inhibition, % at 20 µM; recombinant A3G, ssDNA deamination FAM/TAMRA fluorescence;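 active = inhibition of at least 40% at 20 µM, with no more than 30% in the related APOBEC3A deaminase screen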;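 note: plate controls were DMSO wells with A3G for no effect and wells lacking A3G enzyme for full effect; some compounds called inactive have numbers as strong as hits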
# NLRP3 yeast inh: blocks the NALP3 inflammasome reconstituted in yeast; Yeast reconstituted NLRP3/ASC/caspase-1, beta-gal luminescence, 24 h; inhibition, % at 10 µM; actives 0.39% (n = 330,000);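 active = inhibition of 50% or more; inactive = inhibition below 50%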;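 note: plate controls were induced DMSO wells for no effect and uninduced yeast grown without galactose for full effect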
# MIN6 prolif: inducers of beta-cell replication in MIN6 cells; MIN6 cells proliferation, ATPlite luminescence, 48 h; cells starved in 0.2% serum; 100% = growth in 10% serum; proliferation, % at 10 µM; actives 0.29% (n = 330,000);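 active = compounds whose signal lies at least 3.5 SD above the mean of all wells on their plate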;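 note: 0% = DMSO-treated cells in low-serum medium and 100% = 10% serum control; some compounds called inactive have numbers as strong as hits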
# hIAP block: blocks human intestinal alkaline phosphatase. P09923. purified IAP, CDP-Star luminescence, 30 min. inhibition, % at 10 µM. actives 0.12% (n = 330,000). AID 2544;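 active = inhibition reaching a set limit with compound at 10 µM in the primary screen, cut at about 35% in these data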;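 note: plate controls were DMSO wells with enzyme for no effect and no-enzyme buffer wells for full effect; values of inactives mirror those of a sister screen read the other way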
# Target sequence (P09923 whole entry, looked up): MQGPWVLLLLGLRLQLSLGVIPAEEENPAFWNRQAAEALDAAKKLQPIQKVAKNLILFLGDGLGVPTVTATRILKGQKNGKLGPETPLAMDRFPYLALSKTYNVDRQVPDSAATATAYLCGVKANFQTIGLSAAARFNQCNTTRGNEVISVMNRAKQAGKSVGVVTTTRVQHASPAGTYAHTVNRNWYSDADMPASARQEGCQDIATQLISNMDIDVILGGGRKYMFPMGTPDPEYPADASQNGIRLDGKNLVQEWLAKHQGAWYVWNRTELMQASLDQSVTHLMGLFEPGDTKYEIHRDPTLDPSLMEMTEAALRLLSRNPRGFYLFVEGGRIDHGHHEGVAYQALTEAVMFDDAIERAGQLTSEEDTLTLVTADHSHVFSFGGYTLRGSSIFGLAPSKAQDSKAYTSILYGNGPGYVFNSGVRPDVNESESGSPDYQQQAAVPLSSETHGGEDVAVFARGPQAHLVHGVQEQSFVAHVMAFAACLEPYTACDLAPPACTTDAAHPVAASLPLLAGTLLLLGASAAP
# TIM10 inh: TIM10 yeast growth inhibition. inhibition, % at 10 µM. S. cerevisiae TIM10 strain growth, BacTiter-Glo luminescence, 24 h. actives 1.4% (n = 330,000);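 active = inhibition of 40% or more at the single tested concentration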;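 note: wild-type TIM10 isogenic control strain grown at permissive 25 °C; 0% = DMSO yeast wells and 100% = minimal medium wells without yeast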
# An asterisk follows results filed as active.
# Values run as follows: A3A deaminase | mIAP block | tim10-1 inh | mIAP act | A3G deaminase | NLRP3 yeast inh | MIN6 prolif | hIAP block | TIM10 inh
> O=C(Nc1ccc(N2CCOCC2)cc1N1CCOCC1)c1cccc([N+](=O)[O-])c1
 : -2 | 6 | 6 | 0.94 | -5 | 12 | -2 | 0 | 6
> CCN(CC)S(=O)(=O)c1ccc(N2CCOCC2)c(NC(=O)c2cccc3ccccc23)c1
 : 3 | -3 | 19 | 1 | -3 | -1 | -2 | -7 | 19
> COc1ccc(NC(=O)C(CC(C)C)NC(=O)C2CCC(C)CC2)c(OC)c1 (stereo not given)
 : 4 | -29 | 8 | 1.3 | -4 | 7 | 1 | -5 | 4
> O=C(N[C@@H](Cc1c[nH]c2ccccc12)C(=O)O)C1CCN(S(=O)(=O)c2ccc(Cl)cc2)CC1
 : -3 | 1 | 0 | 0.99 | -6 | 1 | 0 | -20 | 2
> O=C(NCC1OCCc2ccccc21)c1ccc(NC(=O)c2ccccc2Cl)cc1 (stereo not given)
 : 1 | 2 | 0 | 0.98 | -4 | -9 | -1 | -10 | -8
> O=C(NC(=S)NC1C2CC3CC(C2)CC1C3)c1ccccc1 (stereo not given)
 : -2 | 1 | 48* | 0.99 | -7 | 40 | -7 | -4 | 41*
> CCOc1ccc2[nH]c3c(NCCN(C)C)ncnc3c2c1
 : 4 | 1 | -3 | 0.99 | -3 | 6 | -3 | -9 | -7

# A stretch taken from the entries so far:
# Values run as follows: A3A deaminase | mIAP block | tim10-1 inh | mIAP act | A3G deaminase | NLRP3 yeast inh | MIN6 prolif | hIAP block | TIM10 inh
> O=C(Nc1ccc(N2CCOCC2)cc1N1CCOCC1)c1cccc([N+](=O)[O-])c1
 : -2 | 6 | 6 | 0.94 | -5 | 12 | -2 | 0 | 6
> CCN(CC)S(=O)(=O)c1ccc(N2CCOCC2)c(NC(=O)c2cccc3ccccc23)c1
 : 3 | -3 | 19 | 1 | -3 | -1 | -2 | -7 | 19
> COc1ccc(NC(=O)C(CC(C)C)NC(=O)C2CCC(C)CC2)c(OC)c1 (stereo not given)
 : 4 | -29 | 8 | 1.3 | -4 | 7 | 1 | -5 | 4
> O=C(N[C@@H](Cc1c[nH]c2ccccc12)C(=O)O)C1CCN(S(=O)(=O)c2ccc(Cl)cc2)CC1
 : -3 | 1 | 0 | 0.99 | -6 | 1 | 0 | -20 | 2
> O=C(NCC1OCCc2ccccc21)c1ccc(NC(=O)c2ccccc2Cl)cc1 (stereo not given)
 : 1 | 2 | 0 | 0.98 | -4 | -9 | -1 | -10 | -8
> O=C(NC(=S)NC1C2CC3CC(C2)CC1C3)c1ccccc1 (stereo not given)
 : -2 | 1 | 48* | 0.99 | -7 | 40 | -7 | -4 | 41*
> CCOc1ccc2[nH]c3c(NCCN(C)C)ncnc3c2c1
 : 4 | 1 | -3 | 0.99 | -3 | 6 | -3 | -9 | -7
